NSD2 HMT inh = NSD2 histone methyltransferase inhibitors, primary screen, biochemical, AlphaScreen, single concentration, set 2 | AID 743445, 2014 | NSD2 peptide methylation, 120 min | 310,000 compounds, 0.54% hits | inhibition, % at 12.5 µM; in the data active = inhibition above about 50%
CAL PDZ FP-1 = untagged CAL PDZ binding inhibitors, primary screen, biochemical, fluorescence polarization, HTS; AID 602252, 2012; 300,000 compounds, 0.92% hits; purified CAL PDZ, TMR-peptide fluorescence polarization, 1 h; inhibition, % at 24.9 µM; Golgi-associated PDZ and coiled-coil motif-containing protein (Homo sapiens), Q9HD26;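 active = mean inhibition of at least 30% with at least half of replicates also reaching 30%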;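 also: 0% = DMSO neutral control and 100% = excess unlabeled competitor peptide PRC23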
Rtt109 Vps75 = inhibitors of C. albicans Rtt109/Vps75 HAT, primary screen, biochemical, ThioGlo CoA-SH fluorescence, plate reader. inhibition, % at 34.9 µM. purified Rtt109/Vps75, 4 h. 330,000 compounds, 0.16% hits. Histone acetyltransferase RTT109 (Candida albicans (strain SC5314 / ATCC MYA-2876)), …;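 active = inhibition of at least 50% in every replicate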
Target sequence (Q5AAJ8 whole entry, looked up): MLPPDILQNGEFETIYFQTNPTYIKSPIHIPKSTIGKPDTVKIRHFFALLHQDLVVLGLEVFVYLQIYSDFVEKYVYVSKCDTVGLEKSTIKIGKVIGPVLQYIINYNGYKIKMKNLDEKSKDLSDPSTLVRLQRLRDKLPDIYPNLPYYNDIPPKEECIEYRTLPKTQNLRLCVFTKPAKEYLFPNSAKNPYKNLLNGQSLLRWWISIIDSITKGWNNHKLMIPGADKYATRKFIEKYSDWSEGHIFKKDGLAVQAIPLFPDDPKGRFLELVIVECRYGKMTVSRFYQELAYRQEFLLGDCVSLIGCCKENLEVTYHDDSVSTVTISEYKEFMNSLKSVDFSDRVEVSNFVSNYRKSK
SR-BI uptake up = activators of SR-BI mediated DiI-HDL uptake, primary screen, ldlA[mSR-BI] CHO cells, DiI fluorescence | 3 h; 100 = double the neutral-control signal | activation, % at 12.5 µM | 320,000 compounds, 0.096% hits | AID 504775, 2011;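 active = mean replicate activation of at least 60% and every replicate at or above 60%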;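 also: 0% = median plate neutral-control signal and 100% = twice that signal; values of inactives mirror those of a sister screen read the other way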
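System: LDL receptor-deficient CHO ldlA cells overexpressing murine SR-BI | Timing: 3 h uptake period with compound, 37 °C | Medium: HEPES-buffered (25 mM, pH 7.4) F12 plus 0.5% BSA | Dosing: Single-point compound dose | Signal: Bottom-read fluorescence, 550/595 nm | Read-out: Retained DiI signal reflecting DiI-HDL uptake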
SR-BI DiI inh = inhibitors of SR-BI mediated HDL lipid uptake, primary screen, ldlA[mSR-BI] cells, fluorescence, single point; Scavenger receptor class B member 1 (Mus musculus), Q61009; ldlA[mSR-BI] CHO cells, DiI-HDL uptake fluorescence, 3 h; inhibition, % at 12.5 µM; 320,000 compounds, 0.96% hits; AID 488896, 2010;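 active = mean replicate inhibition of at least 70% and a set share of replicates each scoring 70 or more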;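 also: 0% = median of neutral control wells and 100% = median of positive control wells; values of inactives mirror those of a sister screen read the other way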
dFosB activator = activators of delta FosB homodimer, primary screen, biochemical, fluorescence polarization, TAMRA-CDK5 oligo, single point | activation, % at 25 µM | 340,000 compounds, 0.99% hits | Protein FosB (Mus musculus), P13346 | purified delta FosB; percent of positive-control signal above neutral wells;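 active = mean activation above about 17%, with every replicate also reaching it, limit read from the data, passing the limit was not always enough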;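 also: fluorescence polarization rise as delta FosB binds a TAMRA Cdk5 AP-1 oligo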
Target sequence (P13346 whole entry, looked up): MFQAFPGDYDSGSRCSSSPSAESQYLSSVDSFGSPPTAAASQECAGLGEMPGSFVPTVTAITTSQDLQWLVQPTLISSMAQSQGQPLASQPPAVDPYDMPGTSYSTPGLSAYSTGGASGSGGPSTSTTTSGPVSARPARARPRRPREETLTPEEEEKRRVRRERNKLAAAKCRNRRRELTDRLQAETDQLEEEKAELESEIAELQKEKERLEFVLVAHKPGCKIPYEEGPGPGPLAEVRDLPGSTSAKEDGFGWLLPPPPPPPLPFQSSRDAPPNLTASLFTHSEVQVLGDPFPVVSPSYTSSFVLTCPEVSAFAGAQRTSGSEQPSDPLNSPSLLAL
PvdQ acylase = P. aeruginosa PvdQ acylase inhibitors, primary screen, biochemical, fluorescence, plate reader and imaging, single point; inhibition, % at 10 µM; purified PvdQ acylase; PvdQ acylase [Pseudomonas aeruginosa LESB58]; 340,000 compounds, 0.063% hits; in the data active = inhibition above about 30%, passing the limit was not always enough;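 also: 0% = vehicle neutral wells and 100% = reference inhibitor wells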
MITF act = activators of MITF-driven TRPM1 promoter reporter, primary screen, cell-based, SK-MEL-5, luciferase, single point; SK-MEL-5 TRPM1-promoter luciferase, 24 h; % of positive control, neutral wells = 0; activation, % at 12.5 µM; 300,000 compounds, 0.75% hits;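 active = mean activation of at least 80% with every replicate also reaching 80%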;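 also: 0% = neutral control wells and 100% = parthenolide positive control wells; values of inactives mirror those of a sister screen read the other way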
CAL PDZ FP-2 = CAL PDZ peptide-binding inhibitors, primary screen, biochemical, fluorescence polarization, Cer-tagged CAL PDZ, HTS; 330,000 compounds, 0.02% hits; inhibition, % at 20 µM; AID 504414, 2011; purified CAL PDZ, TMR-peptide fluorescence polarization, 1 h; Golgi-associated PDZ and coiled-coil motif-containing protein (Homo sapiens), Q9HD26;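 active = highest replicate inhibition of at least 40%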;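 also: plate controls were DMSO neutral control wells for no effect and unlabeled competitor peptide control wells for full effect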
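Read-out basis: mP drop reported as inhibition | Assay system: Tagged CAL PDZ protein CerCALP, purified | Benchmarks: Unlabelled peptide for full inhibition, DMSO wells as neutral | Schedule: 1 h incubation at room temperature before polarization reading | Buffer or medium: Sodium phosphate/NaCl buffer pH 7.4 with TCEP, IgG, Thesit | Doses: Single point, 20 µM | Measured by: Fluorescence polarization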
PfHsp90 set2 = growth inhibition of PfHsp90-expressing yeast, primary screen, antimalarial PfHsp90 inhibitor project, S. cerevisiae, BacTiter-Glo luminescence, single point, set 2. BacTiter-Glo ATP, 48 h; yeast lacking PDR1 and PDR3 efflux regulators. inhibition, % at 9.4 µM. 310,000 compounds, 0.32% hits. AID 504621, 2011;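 active = every replicate shows inhibition above about 80%, whatever the replicate mean, limit read from the data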;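 also: 0% = DMSO neutral controls and 100% = 20 µM radicicol positive controls; yeast relying on Plasmodium falciparum Hsp90 in place of its own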
* = called active by the depositor; . = not tested or not shown.

SMILES	NSD2 HMT inh	CAL PDZ FP-1	Rtt109 Vps75	SR-BI uptake up	SR-BI DiI inh	dFosB activator	PvdQ acylase	MITF act	CAL PDZ FP-2	PfHsp90 set2
O=C(CNC(=O)c1ccc(Br)cc1)Nc1ccc(Br)cc1C(=O)c1ccccc1	-4	4	4	9	-9	-17	-9	-16	-1.7	6
Cc1ccc(CN2CCCN(Cc3ccccc3C)S2(=O)=O)cc1	-2	1	0	15	-15	-8	-1	0	-1.4	3
CC1(C)CSC(=NCc2ccccc2)N1	1	-2	4	6	-6	2	8	-8	3.8	-8
CC1OC(OC2C=C3CCC4C(CCC5(C)C(c6ccc(=O)oc6)CCC45O)C3(C)CC2)C(O)C(OC2OC(CO)C(O)C(O)C2O)C1O (centres undefined)	0	-5	4	2	-2	-11	-15	.	-1.8	11
NC(=O)OCCSc1nnc(-c2cccc(C(N)=S)c2)o1	.	4	-6	-7	7	3	2	12	-0.6	-4
CCCCOP(=O)(OCCCC)/C(C#N)=C(/C)O	-2	1	-6	2	-2	-2	7	-7	-1.1	0
COC(=O)C1=C(c2cc3ccccc3s2)C[C@@H]2CC[C@H]1N2C(=O)NCCCOC(C)C	.	-4	2	-15	15	-3	-16	-1	-3.4	4
O=C(O)CSC(=S)N1CC2CC(C1)c1cccc(=O)n1C2 (centres undefined)	-2	.	-12	-5	5	-2	3	.	-1.0	-1
NP(=O)(Oc1ccccc1)c1ccccc1 (centres undefined)	-3	-1	-11	-11	11	-3	3	4	-0.5	45
CCc1ccc(CN2CCN(Cc3ccc(SC)cc3)CC2)cc1	16	3	-1	3	-3	-8	-8	-9	-1.1	20
CCC(=O)N1CCN(CCN=Cc2c(O)n(C)c(=O)n(C)c2=O)CC1	-5	0	3	20	-20	-1	18	6	-0.6	.
CCCCn1c(O)c(C(CC)=NCc2ccc3c(c2)OCO3)c(=O)[nH]c1=O	-2	-1	-9	-16	16	-9	-21	8	-1.7	-19
O=C1c2ccccc2C(=O)N1Cc1nc2ccccc2c(=O)n1-c1ccc(Br)cn1	1	-10	-1	13	-13	2	-3	-3	-0.4	-1
Cc1ccccc1[N+](=O)[O-]	.	-1	1	1	-1	4	-10	-11	-2.4	8
CC(=NCc1cccnc1)c1c(O)n(-c2ccccc2)c(=O)[nH]c1=O	-2	.	0	14	-14	-2	-2	-6	-2.1	-1
CCOC(=O)c1c(-n2c(C)cc(C=C3C(=O)NC(=S)NC3=O)c2C)sc2c1CCCC2	25	-3	-1	-6	6	4	-5	-62	.	109*
COc1ccc(OP(=O)(Nc2ccccc2)Nc2ccccc2)cc1	1	-4	10	-14	14	3	4	1	-0.6	18
CC(C)(C)c1ccc(C(=O)C2CCCN(Cc3ccon3)C2)cc1 (centres undefined)	-1	5	-9	-12	12	1	2	32	-0.1	5
CC(NCc1cccc(Cl)c1Cl)C(O)c1ccccc1 (centres undefined)	-3	-2	-1	6	-6	2	-5	26	0.5	2
O=C(NC1CCCCC1)Oc1cc2oc(=O)sc2cc1Cl	67*	-3	89*	.	.	-1	2	-35	-0.7	-3
CC(=Nc1ccc(F)cc1)c1c(O)n(C)c(=O)[nH]c1=O	-1	.	0	-1	1	-8	-4	0	0.3	-4
Cc1ccccc1N1CCN(C2CCCN(C(=O)Cc3c(C)noc3C)C2)CC1 (centres undefined)	-2	-6	2	0	0	-3	-1	4	0.2	-16
COc1cccc(CNCCc2ccc3c(c2)OCO3)c1OC	10	-4	-2	3	-3	-9	-8	.	-3.0	3
Cc1ccc2c(c1)C1CN(C)CCC1N2C(=O)c1ccco1 (centres undefined)	2	-3	-11	1	-1	-1	-7	4	-2.8	27
CCC/C=N/O	.	-3	-10	11	-11	4	1	-6	-0.6	0
CCOC(=O)c1c(/N=C/c2c(O)n(-c3ccc(F)cc3)c(=S)[nH]c2=O)sc2c1CCCC2	-3	.	13	0	0	-5	7	-6	-1.7	.
O=C(c1cccn2c(=O)c3ccc(Cl)cc3nc12)N1CCC2(CC1)OCCO2	2	-2	0	-2	2	-6	-18	6	.	.
COc1ccc(O)c2c(=O)c3c(OC)cc4c(c3oc12)C1C=COC1O4 (centres undefined)	.	1	6	-4	4	5	-3	-20	0.8	0
Oc1ccc(-[n+]2c(-c3ccccc3)cc(-c3ccccc3)cc2-c2ccccc2)cc1	.	-4	16	-7	7	-2	12	.	-1.7	-12
Nc1cc(N2CCNCC2)c([N+](=O)[O-])cc1Cl	-3	-7	1	-16	16	6	-5	13	-0.4	-42
CCOC1=C(N2CC2)C(=O)C(OCC)=C(N2CC2)C1=O	4	-1	1	10	-10	-4	3	1	-0.6	6
CN1C(=O)CN=C(c2ccccc2Cl)c2cc(Br)ccc21	-1	.	-18	8	-8	0	-2	1	-1.6	-17
COC(=O)C1=C(c2cc3ccccc3s2)C[C@@H]2CC[C@H]1N2C(=O)NCc1ccccc1	.	-4	1	2	-2	-7	-6	6	-2.0	23
CCOC(=O)C1(c2ccccc2)CCN(CCC(=O)Nc2ccc(F)cc2)CC1	0	0	4	-6	6	-7	-14	2	-1.3	-4
C=CCn1c(O)c(C(CC)=NCc2ccco2)c(=O)[nH]c1=O	2	.	3	23	-23	2	0	9	-1.2	-6
O=C(COC(=O)Cc1ccccc1)Nc1cc(S(=O)(=O)N2CCCCC2)ccc1Cl	0	-5	7	39	-39	-9	-8	-5	-2.6	.

Reprinted at random: 2 records from the list
SMILES	NSD2 HMT inh	CAL PDZ FP-1	Rtt109 Vps75	SR-BI uptake up	SR-BI DiI inh	dFosB activator	PvdQ acylase	MITF act	CAL PDZ FP-2	PfHsp90 set2
O=C(COC(=O)Cc1ccccc1)Nc1cc(S(=O)(=O)N2CCCCC2)ccc1Cl	0	-5	7	39	-39	-9	-8	-5	-2.6	.
CCOC1=C(N2CC2)C(=O)C(OCC)=C(N2CC2)C1=O	4	-1	1	10	-10	-4	3	1	-0.6	6

Entries listed so far that have an aryl methoxy group (3):
SMILES	NSD2 HMT inh	CAL PDZ FP-1	Rtt109 Vps75	SR-BI uptake up	SR-BI DiI inh	dFosB activator	PvdQ acylase	MITF act	CAL PDZ FP-2	PfHsp90 set2
COc1ccc(OP(=O)(Nc2ccccc2)Nc2ccccc2)cc1	1	-4	10	-14	14	3	4	1	-0.6	18
COc1cccc(CNCCc2ccc3c(c2)OCO3)c1OC	10	-4	-2	3	-3	-9	-8	.	-3.0	3
COc1ccc(O)c2c(=O)c3c(OC)cc4c(c3oc12)C1C=COC1O4 (centres undefined)	.	1	6	-4	4	5	-3	-20	0.8	0

The main list resumes, starting two compounds before the break.
SMILES	NSD2 HMT inh	CAL PDZ FP-1	Rtt109 Vps75	SR-BI uptake up	SR-BI DiI inh	dFosB activator	PvdQ acylase	MITF act	CAL PDZ FP-2	PfHsp90 set2
C=CCn1c(O)c(C(CC)=NCc2ccco2)c(=O)[nH]c1=O	2	.	3	23	-23	2	0	9	-1.2	-6
O=C(COC(=O)Cc1ccccc1)Nc1cc(S(=O)(=O)N2CCCCC2)ccc1Cl	0	-5	7	39	-39	-9	-8	-5	-2.6	.
CN1CCN(c2ccc(C(N)=O)cc2[N+](=O)[O-])CC1	5	-4	-4	26	-26	-4	3	-14	-0.4	-8
O=C(Nc1ccc(F)cc1)N1CC2CC(C1)c1cccc(=O)n1C2 (centres undefined)	-3	1	-1	-11	11	-3	-7	.	.	.
O=C(C(=C1N(Cc2ccc(Cl)nc2)CCN1Cc1ccc(Cl)nc1)[N+](=O)[O-])C(Cl)Cl	-1	1	1	-12	12	-1	-14	-14	1.9	-11
OC(CC#CCN1CCCCCC1)(c1ccccc1)C1CCCC1 (centres undefined)	5	-11	-6	20	-20	-6	-19	6	-2.0	-37
c1ccc2c(c1)CSc1ccccc1C2C1=NCCN1 (centres undefined)	-2	-3	9	36	-36	-5	-25	13	-2.5	3
CCN(c1ccc(C(O)(C(=O)OC)C(F)(F)F)cc1)S(=O)(=O)c1ccc(C)cc1 (centres undefined)	1	-9	-7	10	-10	-10	-9	-4	.	29
O=c1[nH]c(=S)n(Cc2ccc(F)cc2)c(O)c1/C=N/N1CCCCCC1	1	-2	8	-17	17	4	9	1	-1.9	-10
CC(C(=O)c1c[nH]c2ccccc12)N1CCN(C(=O)c2ccco2)CC1 (centres undefined)	-1	-2	-2	9	-9	-3	3	2	-1.2	21
COC(=O)C1=CO[C@@H](C)[C@@H]2CN3CC[C@@]4(C(=O)Nc5ccccc54)[C@@H]3C[C@H]12	.	-2	-7	9	-9	-3	-13	7	-0.2	-4
CCN(CC)CCN=Cc1c(O)n(Cc2ccco2)c(=O)[nH]c1=O	5	0	-1	-1	1	6	-7	.	0.5	-2
Cc1nc2ccccc2c(=O)n1-n1cnnc1	.	-5	-2	1	-1	-4	-14	-4	-1.8	8
O=C(N[C@H]1CP(=O)(Oc2ccccc2)O[C@H](COCc2ccccc2)[C@H]1O)C(Cl)(Cl)Cl (some centres undefined)	.	-3	2	11	2	-3	-10	-4	-1.1	2

Whole records from above. Order of values: NSD2 HMT inh	CAL PDZ FP-1	Rtt109 Vps75	SR-BI uptake up	SR-BI DiI inh	dFosB activator	PvdQ acylase	MITF act	CAL PDZ FP-2	PfHsp90 set2
Cc1ccccc1N1CCN(C2CCCN(C(=O)Cc3c(C)noc3C)C2)CC1 (centres undefined) across the screens: -2	-6	2	0	0	-3	-1	4	0.2	-16
O=C(c1cccn2c(=O)c3ccc(Cl)cc3nc12)N1CCC2(CC1)OCCO2 across the screens: 2	-2	0	-2	2	-6	-18	6	.	.
CN1CCN(c2ccc(C(N)=O)cc2[N+](=O)[O-])CC1 across the screens: 5	-4	-4	26	-26	-4	3	-14	-0.4	-8

Compound activity as filed in PubChem.

An excerpt; count on the stated rates, not on these rows.
